Bioassay records (PubChem)
aSyn rescue = alpha-synuclein toxicity inhibition in yeast. Potency, µM (series often up to 46.1 µM), for inactives: top-dose growth rescue (activation), actives largely listed as activators. Yeast expressing alpha-synuclein, growth rescue, BacTiter-Glo, 24 h. AID 652106. 370,000 tested, 0.14% active; note: potency is the fitted concentration of half-maximal effect; % of control where 0% means no effect; nearly all actives have a fitted effect of over 65% in size
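Galactose-induced alpha-syn yeast (OD600=0.02, raffinose-pregrown) + pinned cpd, 24 hr, 30 deg C; growth by BacTiter-Glo luminescence. Growth restoration scores as activation.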
PTHR1 agonist = PTHR1 (human) receptor agonism | Q03431 | HEK293 GP2 PTHR1 cells, GloSensor cAMP luminescence, 1 h | Potency, µM (series often up to 115 µM), for the others: at the highest dose activation, most hits filed as activators | 410,000 tested, 0.075% active; note: potency is the fitted concentration of half-maximal effect; nearly all actives have a fitted effect of over 55% in size; some results filed as inactive show a strong effect at the top dose; inactives centre near -15; many of its hits are not listed in these tables
Target sequence (Q03431 whole entry, looked up): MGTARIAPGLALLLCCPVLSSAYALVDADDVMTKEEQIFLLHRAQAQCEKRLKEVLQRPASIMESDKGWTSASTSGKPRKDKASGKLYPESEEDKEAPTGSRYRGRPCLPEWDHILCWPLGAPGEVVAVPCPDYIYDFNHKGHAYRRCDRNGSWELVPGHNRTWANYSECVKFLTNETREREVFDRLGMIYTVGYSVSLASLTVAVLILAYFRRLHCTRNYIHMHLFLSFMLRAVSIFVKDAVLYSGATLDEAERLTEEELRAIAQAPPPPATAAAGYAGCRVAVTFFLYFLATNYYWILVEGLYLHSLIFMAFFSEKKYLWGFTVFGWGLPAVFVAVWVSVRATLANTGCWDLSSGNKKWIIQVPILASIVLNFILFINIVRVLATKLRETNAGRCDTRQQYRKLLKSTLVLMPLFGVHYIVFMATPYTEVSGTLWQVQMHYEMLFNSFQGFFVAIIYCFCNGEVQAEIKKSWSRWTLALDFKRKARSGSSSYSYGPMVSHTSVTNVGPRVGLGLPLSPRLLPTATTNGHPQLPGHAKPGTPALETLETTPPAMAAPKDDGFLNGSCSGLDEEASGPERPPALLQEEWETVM
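HEK-293-derived GP2 cells expressing PTHR1 and a GloSensor cAMP reporter, 3,000/well, plated overnight, given luciferin plus IBMX (each 0.5 mM as added) for 1 h at 37 °C, then compound for 1 h at 37 °C. Luminescence was read after 15 min at room temperature.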
TDP43 rescue = rescues yeast growth from TDP-43 toxicity; 410,000 tested, 1.8% active; TDP-43 expressing yeast growth rescue, BacTiter-Glo, 24 h; Potency, µM (titrated, usually from 46.1 µM), inactives show top-dose growth rescue (activation), usual class: activators; note: potency is the fitted concentration of half-maximal effect; % of control where 0% means no effect; nearly all actives have a fitted effect of over 50% in size
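Galactose-induced TDP-43 yeast, OD600=0.02, compound pinned; 24 hr, 30 deg C; BacTiter-Glo luminescence for growth. Inhibitors of TDP-43 toxicity read as activators.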
GLP1R cytotox = cytotoxicity counter-screen for GLP-1 receptor inverse agonists; HEK293 cAMP-luciferase reporter cells, luminescence, 24 h; Potency, µM (series often up to 38.3 µM), for inactives: at the highest dose activity change, negative = inhibition, hits mostly inhibitors; 410,000 tested, 0.13% active; AID 624418;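 note: loss of luciferase light is scored as toxicity; potency is the fitted concentration of half-maximal effect; % is set by controls: 0 for no effect and ±100 for the full control effect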
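Seeding density was 200 cells/uL; after overnight-length (12 h) culture, 23 nL compounds went on for 24 h at 37 °C. Readout used a luciferase detection reagent, luminescence taken after 12 min at room temperature.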
GLP1R inv ag = GLP-1 receptor (human) inverse agonism; AID 624417; HEK293 GLP-1R CRE-luciferase, luminescence, 24 h; GLP-1R form is constitutively active; 410,000 tested, 1.6% active; Potency, µM (series often up to 38.3 µM), inactives show top-dose activity change, negative = inhibition, hits mostly inhibitors; note: potency is the fitted concentration of half-maximal effect; % is set by controls: 0 for no effect and ±100 for the full control effect; nearly all actives have a fitted effect of over 55% in size
Target sequence (P43220 whole entry, looked up): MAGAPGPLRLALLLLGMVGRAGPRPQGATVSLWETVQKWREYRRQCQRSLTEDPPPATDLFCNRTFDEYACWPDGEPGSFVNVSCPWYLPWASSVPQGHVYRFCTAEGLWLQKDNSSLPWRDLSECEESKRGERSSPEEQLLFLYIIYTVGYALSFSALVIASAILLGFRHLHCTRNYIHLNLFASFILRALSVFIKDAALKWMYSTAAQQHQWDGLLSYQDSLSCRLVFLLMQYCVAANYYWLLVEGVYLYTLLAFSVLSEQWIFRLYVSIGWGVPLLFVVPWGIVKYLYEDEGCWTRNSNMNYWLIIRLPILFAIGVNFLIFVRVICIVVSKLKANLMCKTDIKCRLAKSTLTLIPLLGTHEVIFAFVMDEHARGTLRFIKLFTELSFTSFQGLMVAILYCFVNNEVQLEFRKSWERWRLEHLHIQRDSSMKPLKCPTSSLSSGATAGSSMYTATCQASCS
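Constitutively active GLP-1R drives a cAMP-responsive luciferase in stably transfected HEK293 cells; test compounds are added after overnight (12 h) attachment and left 24 hr, and signal loss in luminescence marks inhibition.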
FUS suppressor = FUS proteinopathy suppression in yeast; S. cerevisiae FUS-expressing, growth rescue, OD600, 24 h; AID 1347120; 390,000 tested, 0.24% active; Potency, µM (top dose mostly 76.6 µM), for the others: at the highest dose growth rescue (activation), most hits filed as activators;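 note: potency is the fitted concentration of half-maximal effect; plate controls were DMSO vehicle for no effect and reference control for full effect; nearly all actives have a fitted effect of over 55% in size; some results filed as inactive show a strong effect at the top dose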
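Read-out: OD at 600 nm after 24hr at 30C, reporting rescue of FUS-induced yeast toxicity. Cells at OD 0.005 in galactose (2%) minimal medium; compounds tested in a dilution series; CP55940 titration from 92uM final as control.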
Abeta rescue = compounds reversing amyloid beta toxicity in yeast; Potency, µM (doses to about 46.1 µM), without a hit: at the top dose growth rescue, hits mostly activators; 410,000 tested, 0.063% active; AID 1347071; yeast expressing A-beta42, growth rescue, OD600, 48 h; response scale: 0% DMSO, 100% iron-clioquinol control; note: potency is the fitted concentration of half-maximal effect; nearly all actives have a fitted effect of over 55% in size
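Growth rescue measured by 600 nm absorbance after 48 h yeast culture at 30 C with compound. Values normalized between DMSO and an equimolar ferric chloride plus clioquinol control.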
Akt phos inh = blocks phosphorylation of Akt; Neuro2A IGF-stimulated pAkt S473 HTRF, 20 min; stronger effect = lower value; activity change, % for hits at 50 µM; 360,000 tested, 0.32% active; AID 651550; in the data active = activity change below about -80%; inconclusive = mostly about -51% to -80%; note: % is set by controls: 0 for no effect and ±100 for the full control effect
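Neuro2A cells in DMEM with 0.5% FBS, overnight at 37 deg C, given compound at single 50 µM final, then IGF (6 nM final) for 20 min at 37 deg C. Lysed; phospho-Akt Ser473 by HTRF after 24 h, 665/615 ratio.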
Mm-Cpn inhibitor = inhibitors of Methanococcus maripaludis chaperonin (MmCpn). Potency, µM (series often up to 76.9 µM), for inactives: at the highest dose activity, negative = inhibition, actives largely listed as inhibitors. AID 504842. purified Mm-Cpn ATPase, ADP Transcreener TR-FRET. 330,000 tested, 0.031% active; note: potency is the fitted concentration of half-maximal effect; % is set by controls: 0 for no effect and ±100 for the full control effect; nearly all actives have a fitted effect of over 80% in size
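ATPase turnover read by TR-FRET ADP competition (Eu cryptate antibody/ADP-d2, 665/590 nm): 10uM ATP final, 25nM Mm-CPN final, 30 min 37degC after 10-min compound preincubation, pH 7.4 Tris/KCl/MgCl2/DTT buffer.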
Active calls of the source: *; i = inactive; u = inconclusive; x = no result given; [ ] = another dose, or the depositor's remark. Unless noted, calls come from the whole dose curve; as a rule, active = well fitted curve in the direction sought with a large enough effect; inconclusive = small, poorly fitted or top-dose-only effect, or another doubt; inactive = no such curve, though single readings can be large; an effect the other way counts as inactive or inconclusive.

molecule	aSyn rescue	PTHR1 agonist	TDP43 rescue	GLP1R cytotox	GLP1R inv ag	FUS suppressor	Abeta rescue	Akt phos inh	Mm-Cpn inhibitor
O=C(COC(=O)c1ccccc1)NCC1COc2ccccc2O1 (stereo unspecified)	2%	i	25%	4%	-1%	-12%	4%	i	x
COc1ccc(CCC(=O)NCCc2csc(-c3ccc(C(F)(F)F)cc3)n2)cc1	-4%	-31%[inhibitor]	-10%	-7%	-23%	-2%	-14%	x	x
Cc1ccc(C)c(-c2cc(C(=O)NC3CC3)c3ccccc3n2)c1	-1%	-1%	11%	4%	-16%	18%	-7%	i	-2%
S=c1[nH]nc(COc2ccccc2)n1/N=C/c1ccc(Cl)cc1	4%	i	11%	-18%	-27%	-6%	11%	i	-1%
O=[N+]([O-])c1cccc(OCCCN2CCC(Cc3ccccc3)CC2)c1	7%	-3%	-9%	-34%	u	-6%	-1%	i	x
COc1ccc(/C=C2/SC(=S)N(CCC(=O)N3CCN(C)CC3)C2=O)cc1	9%	19%	-16%	u	10%	18%	-6%	i	1%
COc1cc(/C=N/NC(=O)CSc2cc(C)c(Br)cc2C)ccc1O	-6%	-2%[57.5 µM]	12%	-22%	-19%	11%	-3%	i	2%
CC(=O)OCc1cc2cccc(C)c2[nH]c1=O	-1%	-6%[57.5 µM]	-5%	10%	6%	0%	9%	i	-4%
O=C1CCCC2=C1C(c1cccc(Br)c1)n1nc(-c3ccco3)nc1N2 (stereo unspecified)	-3%	-24%	11%	-21%	-14%	-10%	-4%	i	x
CCOC(=O)c1c(C)[nH]c(C)c1S(=O)(=O)NCC(=O)Nc1ccc(C)cc1C	x	-27%	1%	-5%	-1%	12%	-4%	x	x
Cc1cc(C)c(S(=O)(=O)N2CCCCCC2)cc1Br	3%	-36%[inhibitor]	u	8%[7.66 µM]	-30%[7.66 µM]	7%	7%	i	0%
Cc1cc(=O)[nH]c(SCc2cccc(F)c2)n1	-4%	-4%	4%	-10%	5%	20%	8%	i	-1%
CCSc1nnc(-c2ccc(S(=O)(=O)N3CCCC3)cc2)n1C	6%	6%[57.5 µM]	-20%	3%	32%[activator]	-1%	10%	i	3%
CCOc1cc(-c2noc(CCC(=O)NCCc3ccccc3)n2)ccc1OC	6%	i	18%	9%	4%	1%	0%	i	-4%
CC(=O)c1cn(C2OC(CO)C3OC(C)(C)OC32)c(=O)n(C)c1=O (stereo unspecified)	0%	i	3%	1%	5%	-1%	-8%	i	x
O=C(COc1cccc(NC(=O)c2cccs2)c1)c1ccc(F)cc1	-6%	-13%	-37%[inhibitor]	-12%	u	x	6%	i	1%
N#Cc1cc(C#N)c(N2CCN(c3cccc(Cl)n3)CC2)nc1N	5%	i	7%	-3%	0%	2%	11%	x	-8%
O=C(Cc1ccc([N+](=O)[O-])cc1)Nc1ccc2c(c1)CCC2	-4%	-3%	-8%	-1%	-6%	-9%	-11%	i	u
COc1ccc(NC(=O)/C(C#N)=C/c2ccc3c(c2)n(C)c(=O)n3C)cc1	-7%	6%	6%	24%	33%[activator]	-8%	-10%	i	0%
O=C1Cc2ccccc2Sc2c(OCCN3CCCCC3)cccc21	0%	-14%	-4%	u	u	11%	12%	i	-11%
Cc1ccc(Nc2c(-c3ccccc3O)nc3ncccn23)cc1	5%	-5%	18%	-15%	10µM*	-17%	-7%	i	-2%
Cc1cccc([C@H]2[C@@H]3C=CC[C@@H](C)[C@@H]3C(=O)N2Cc2ccccc2)c1	4%	-43%[inhibitor]	u	1%	u	14%	-62%[inhibitor]	i	-3%
CCOC(=O)C(CCCOc1ccccc1)C(=O)OCC	2%	-3%[57.5 µM]	-19%	-2%	u	2%	6%	x	-2%
CC(C)CCNC(=O)C1CC(c2ccccc2C(F)(F)F)=NO1 (stereo unspecified)	2%	-22%	26%	-3%	-2%	1%	-10%	i	-1%
O=C1NC(=S)SC1=Cc1cc(Br)ccc1O	-6%	i	-12%	u	u	32%	-15%	i	x
COCCN(C(=O)COC(=O)c1c(-c2ccccc2)noc1C)c1c(N)n(Cc2ccccc2)c(=O)[nH]c1=O	0%	i	-1%	-12%	-2%	2%	1%	i	1%
COc1cccc(N2CCN(C(=O)c3cccc(-n4c(C)nc5cccnc54)c3)CC2)c1	x	-46%[inhibitor]	19%	-5%	0%	u	10%	x	x
COc1cccc(OC)c1C(=O)Nc1ccccc1C(=O)N1CCOCC1	4%	i	-12%	-6%	-5%	-5%	-5%	i	0%
CCCS(=O)(=O)NC(=O)C1(C)CCN(C(=O)c2cc(C)on2)C1 (stereo unspecified)	-2%	-17%	16%	2%	-14%	-25%	-8%	i	x
O=C(NCc1ccco1)C1(c2ccc(Cl)cc2)CCCC1	-2%	-1%[57.5 µM]	3%	-10%	u	13%	11%	i	-1%
Cc1cc(C(=O)CSc2nc(N)cc(=O)[nH]2)c(C)n1-c1cccc(F)c1	0%	-51%[inhibitor]	2%	1%	11%	x	-4%	i	-4%
COc1cc2c(cc1OC)C(COc1ccccc1OC)N(C(=O)c1ccccc1OC)CC2 (stereo unspecified)	0%	-12%	23%	2%	4%	29%	0%	x	x
Clc1ccc(Nc2ccc(Cl)nn2)cc1	0%	i	u	20%	-12%	-6%	-8%	i	-4%
CCCC1(C(=O)OC)NC(c2cccc(F)c2)C2C(=O)N(CC)C(=O)C21 (stereo unspecified)	4%	6%	-1%	-8%	-7%	12%	-8%	i	0%
COC(=O)c1ccc(C2C(C#N)=C(C)NC3=C2C(=O)CC(C)(C)C3)cc1 (stereo unspecified)	5%	i	6%	137%[activator]	14%	-2%	3%	i	-4%
N#Cc1ccccc1COC(=O)c1cc(S(=O)(=O)N2CCOCC2)ccc1F	1%	-32%[inhibitor]	17%	-19%	3%	25%	-10%	i	x
Cc1c(CCNC(=O)C(C)(C)C)sc2nc(-c3ccc(F)cc3)nn12	x	-94%[inhibitor]	23%	-4%	1%	-4%	1%	x	x
COc1ccc(-c2cc(C(=O)NCc3ccco3)no2)cc1OC	4%	i	29%	-4%	70%[activator]	-26%	7%	i	1%
COc1ccc(CC(=O)Nc2ccc(C)cc2O)cc1S(=O)(=O)N1CCOCC1	-9%	i	2%	-2%	13%	35%	3%	i	2%
COc1ccc(-n2cc(-c3ccccc3)c3c(N4CCN(CCO)CC4)ncnc32)cc1	-1%	i	-41%[inhibitor]	-35%	u	25%	-11%	i	-5%
Cn1c2ccccc2c2nnc(SCc3ccc4nonc4c3)nc21	3%	i	-9%	10%	0%	25%	-10%	i	2%
O=C(COC(=O)CSc1ccc(Cl)cc1)Nc1ccc2[nH]c(=O)[nH]c2c1	-4%	-7%	-26%	-3%	9%	13%	-8%	i	0%
CC1CCc2c(C(=O)Nc3ccc(OC(F)(F)F)cc3)csc2C1 (stereo unspecified)	6%	-29%	0%	-10%	u	x	24%	i	0%
COc1ccc2c(CNCCc3cccs3)c(C(=O)O)n(Cc3ccccc3C)c2c1	x	i	21%	-8%	-8%	-9%	0%	x	x
C#CCNC(=O)C[C@@H]1C[C@@]2(C(=O)OCC)CCC=C2N(Cc2ccc3c(c2)OCO3)C1=O	-5%	-1%	0%	0%	-3%	5%	-15%	i	x
COc1ccc(C)cc1NC(=O)Cn1c(=O)oc2cc(S(=O)(=O)N3CCCCCC3)ccc21	x	-7%	-1%	-5%	-6%	10%	-1%	x	x
O=C(CCSCCc1ccccn1)Nc1ccc(Cl)cn1	3%	-8%	-6%	3%	2%	17%	18%	i	1%
O=C(CSc1nc2ccccc2n1Cc1ccc(Cl)cc1)N/N=C/c1ccc(C(=O)O)cc1	0%	-52%[inhibitor]	1%[9.22 µM]	0%[7.66 µM]	5%[7.66 µM]	20%	-5%	i	0%
CC(C)CCNC(=O)C1CCN(S(=O)(=O)c2ccc(-n3cnnn3)cc2)CC1	-4%	-11%	-7%	3%	-2%	5%	-13%	i	0%
CC1CC2(CC(C)(C(=O)CSc3nc4ccccc4s3)OC2=O)C(=O)O1 (stereo unspecified)	0%	-5%[57.5 µM]	0%	1%	0%	36%	u	i	-3%

Continued:
molecule	aSyn rescue	PTHR1 agonist	TDP43 rescue	GLP1R cytotox	GLP1R inv ag	FUS suppressor	Abeta rescue	Akt phos inh	Mm-Cpn inhibitor
COc1ccccc1-n1cc(C(=O)N2CCCC(CO)(Cc3ccccc3C)C2)cn1 (stereo unspecified)	4%	-14%	-22%	10%	2%	32%	-20%	i	-4%
COc1cc(C2C(C#N)=C(N)OC3=C2C(=O)CCC3)c([N+](=O)[O-])cc1OC (stereo unspecified)	5%	-2%[57.5 µM]	-17%	19%	5%	38%	-2%	i	-3%
Cc1cc(NC(=O)Nc2csc3c2CCCC3)ccc1Br	x	u	5%	-2%	7%	-18%	-14%	x	x
O=C(CNC(=O)c1cccc(OC(F)F)c1)OCc1cc(=O)n2cc(Br)ccc2n1	9%	-6%	17%	4%	5%	16%	8%	i	-15%
COc1cc(C(=O)NC(=S)Nc2nc(-c3ccc(F)cc3)cs2)cc(OC)c1OC	-3%	-19%	-13%	20%	44%[activator]	9%	-11%	i	-12%
CCOC(=O)N1CCN(S(=O)(=O)c2ccc3c(c2)SCC(=O)N3)CC1	-6%	-29%	-13%	12%	-10%	12%	-4%	i	-2%

Some of the compounds tested; count on the stated rates, not on these rows.
